Screening results from PubChem BioAssay.
Smad3 FoxH1 inh: Smad3/FoxH1 peptide binding inhibitors, primary screen, biochemical, TR-FRET. Mothers against decapentaplegic homolog 3 (Homo sapiens), P84022. TR-FRET Smad3/Dy647-FoxH1 peptide binding, europium anti-His. inhibition, % at 25 µM. 0.29% of 88,000 active. AID 630, 2007;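 active means compounds that reduce the energy-transfer binding signal between the protein and its labelled peptide by more than half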;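 further: 0% = Smad3 plus labelled peptide maximal FRET and 100% = peptide-only background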
Target sequence (P84022 whole entry, looked up): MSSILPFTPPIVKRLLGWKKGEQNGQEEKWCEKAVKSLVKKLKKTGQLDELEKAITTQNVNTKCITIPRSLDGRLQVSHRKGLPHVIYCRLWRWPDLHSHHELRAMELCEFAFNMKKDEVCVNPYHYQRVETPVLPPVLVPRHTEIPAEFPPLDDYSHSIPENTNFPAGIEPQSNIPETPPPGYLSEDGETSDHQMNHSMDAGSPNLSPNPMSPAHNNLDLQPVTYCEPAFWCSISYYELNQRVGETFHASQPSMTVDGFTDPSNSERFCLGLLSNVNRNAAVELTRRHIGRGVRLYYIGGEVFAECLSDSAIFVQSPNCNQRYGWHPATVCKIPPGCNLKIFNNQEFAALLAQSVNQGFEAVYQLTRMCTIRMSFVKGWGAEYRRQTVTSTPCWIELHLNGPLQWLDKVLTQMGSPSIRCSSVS
ERb SRC1 inh: inhibitors of ERβ-SRC1 coactivator interaction, primary screen, biochemical, TR-FRET, ERβ LBD, SRC-1 peptide; 1.3% of 86,000 active; TR-FRET ER-beta LBD / SRC1-Cy5 peptide binding; receptor agonist-loaded with 1 µM estradiol; inhibition, % at 25.6 µM; Estrogen receptor beta (Homo sapiens), Q92731;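 active means compounds whose percent inhibition of the receptor-coactivator binding signal exceeds about 50% in the single-dose screen, limit read from the data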;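 further: 0% = receptor plus peptide wells without compound and 100% = peptide-only wells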
sEH act: soluble epoxide hydrolase activators, primary screen, biochemical, human sEH | Bifunctional epoxide hydrolase 2 (Homo sapiens), P34913 | purified human sEH enzymatic activity, activator screen | activation, % at 2 µM | 0.04% of 91,000 active; in the data active means activation above about 37%; further: values of inactives mirror those of a sister screen read the other way
H69AR inhibit: proliferation blockers of H69AR lung cancer cells, primary screen, cell-based, human, 86K library | 6% of 85,000 active | AID 598, 2007 | viability, % at 10 µM | H69AR lung tumor viability, ATP luminescence, 72 h; hits give low values;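 active means viability at or below 40%; inactive means viability above 40%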;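 further: multidrug resistant small cell line overexpressing MRP-1 efflux transporter; 100% = mean luminescence of untreated control wells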
HUVEC prolif 384: inhibitors of HUVEC proliferation, primary screen, cell-based, 384-well; 1.1% of 86,000 active; viability, % at 10 µM (by protocol); CellTiter-Glo luminescence, 72 h; hits give low values; AID 648, 2007;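 active means viability at or below 30%; inactive means viability above 30%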;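 further: 100% = median luminescence of DMSO-only cell control wells on each plate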
Lung fibro prol: antiproliferative effect on LL 47 fibroblasts – human, LL 47 cells, CellTiter-Glo luminescence, primary screen; viability, % at 10 µM; LL 47 human lung fibroblast viability, ATP luminescence; hits give low values; 1.1% of 85,000 active; AID 719, 2007;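 active means viability at or below 50% in the single dose screen; inactive means viability above 50%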;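 further: compound exposure lasted 72 h before the ATP readout; 100% = median luminescence of untreated cell-only wells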
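material = human LL 47 lung fibroblast cells | dosing = compounds added from tenfold dosing solution, 0.1% DMSO final | timing = overnight cell rest, 72 h compound treatment at 37 °C | measured by = CellTiter-Glo luminescence measuring cellular ATP | evaluation = % viability versus median cells-only luminescence | control set = cell-only wells, no compound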
ERa SRC1 inh: ERα–SRC-1 coactivator interaction inhibitors, primary screen, biochemical, TR-FRET, ERα LBD, estradiol-bound; Estrogen receptor (Homo sapiens), P03372; TR-FRET ER-alpha LBD / SRC-1 peptide; inhibition, % at 25.6 µM; 1.7% of 86,000 active; AID 629, 2007; in the data active means inhibition above about 50%;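 further: 0% = receptor plus peptide control and 100% = peptide only without receptor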
Target sequence (P03372 whole entry, looked up, the tested form may be a part): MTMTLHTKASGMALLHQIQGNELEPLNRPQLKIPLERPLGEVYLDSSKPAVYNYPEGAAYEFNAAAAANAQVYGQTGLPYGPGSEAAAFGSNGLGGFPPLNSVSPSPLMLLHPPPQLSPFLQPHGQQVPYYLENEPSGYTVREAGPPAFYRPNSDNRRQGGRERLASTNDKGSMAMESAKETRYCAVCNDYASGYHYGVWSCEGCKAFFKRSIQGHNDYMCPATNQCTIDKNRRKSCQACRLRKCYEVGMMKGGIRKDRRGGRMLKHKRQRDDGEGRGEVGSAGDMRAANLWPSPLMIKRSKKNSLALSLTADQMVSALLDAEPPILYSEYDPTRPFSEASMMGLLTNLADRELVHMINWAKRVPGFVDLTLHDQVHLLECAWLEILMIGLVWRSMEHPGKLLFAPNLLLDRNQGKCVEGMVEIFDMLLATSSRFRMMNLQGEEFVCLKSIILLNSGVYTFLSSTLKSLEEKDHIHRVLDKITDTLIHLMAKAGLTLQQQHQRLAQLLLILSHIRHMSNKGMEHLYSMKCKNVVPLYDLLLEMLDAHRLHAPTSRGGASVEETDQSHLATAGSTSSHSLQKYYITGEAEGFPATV
Candida biofilm: clotrimazole potentiators killing Candida biofilms, primary screen, with clotrimazole, Alamar Blue | C. albicans biofilm + clotrimazole | inhibition, % at 6 µM | 0.14% of 85,000 active;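 active means inhibition above 20%; inactive means inhibition below 20%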;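 further: preformed 24 hr biofilms exposed to compound for 48 hr; 0% = biofilm without compound and 100% = blank killed by clotrimazole plus chlorhexidine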
ERa coact pot: enhancers of ERα–SRC-1 coactivator binding, primary screen, biochemical, TR-FRET, ERα LBD, low estradiol | TR-FRET ERalpha-LBD/SRC-Cy5 coactivator binding, 2 h; 100 = basal binding, no effect | 1.3% of 86,000 active | Estrogen receptor (Homo sapiens), P03372 | coactivator binding (% of control), % at 25.6 µM; in the data active means activity above about 200%;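 further: binding measured in presence of low estradiol as agonist stimulus; 0% = peptide alone without receptor and 100% = receptor with peptide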
Starred values were filed as active, the others as inactive; · = no result given; [ ] = another dose, or the depositor's remark. An excerpt; rates above refer to the full screens.

Every second line gives: Smad3 FoxH1 inh | ERb SRC1 inh | sEH act | H69AR inhibit | HUVEC prolif 384 | Lung fibro prol | ERa SRC1 inh | Candida biofilm | ERa coact pot
- O=C(CSc1n[nH]c(-c2ccc(S(=O)(=O)NC3CCCCC3)cc2)n1)N1CCCC1
    13.1 | -4.8 | -17.5 | 98.4 | 115.8 | 95.6 | 0.3 | 7.3 | 126.9
- COc1ccccc1CNC(=O)c1c(O)c2cc(OC)c(OC)cc2[nH]c1=O
    17.2 | 28.4[fluorescence artefact?] | · | 79.8 | 109.2 | 107.7 | 57.5*[fluorescence artefact?] | 7.1 | 80.5
- COC(=O)CCN1CCC(C(N)=O)CC1
    7.8[fluorescence artefact?] | -12.2 | 16.0 | 93.4 | 97.1 | 97.6 | -4.9 | -6.6 | 115.5
- O=C1NC(=O)C2(CCC(C(=O)O)C2)N1 (stereo not drawn)
    3.7 | -1.4 | 9.1 | 96.7 | 104.5 | 108.4 | -0.8 | 5.8 | 104.2
- O=C(NC1(C(F)(F)F)NC(=O)N(Cc2cccnc2)C1=O)c1cccs1 (stereo not drawn)
    8.5 | -5.7 | 10.6 | 97.0 | 98.3 | 107.2 | -4.9[fluorescence artefact?] | 3.8 | 86.8
- CC(=O)Nc1ccc(OCC(O)CN2CCN(Cc3ccccc3)CC2)cc1 (stereo not drawn)
    -8.3 | 14.0 | 5.6 | 89.0 | 93.7 | 104.2 | 10.4 | 5.9 | 97.4
- COc1ccc(-c2nnc(-c3ccc(N(C)C)cc3)o2)cc1
    -9.1 | -5.7 | -1.9 | 105.4 | 109.7 | 108.8 | -4.0 | 3.1 | 99.5
- CC(=O)c1cccc(NC(=O)NCCS(C)=O)c1 (stereo not drawn)
    -6.2 | -5.0 | 9.3 | 90.2 | 95.9 | 96.2 | -10.4 | 3.1 | 118.8
- Cc1ccc(C(=O)Nc2ccc3c(c2)ncn3C)cc1
    2.1 | -7.2[fluorescence artefact?] | -12.0 | 96.7 | 92.5 | 108.1 | -19.8 | 3.0 | 96.9
- COc1ccc2nc(SCC(=O)Nc3ccc4c(c3)OCCO4)[nH]c2c1
    1.7 | 3.3 | 11.4 | 91.0 | 101.0 | 97.7 | -0.6 | · | 106.5

A different layout for part of the listing above:
smiles	Smad3 FoxH1 inh	ERb SRC1 inh	sEH act	H69AR inhibit	HUVEC prolif 384	Lung fibro prol	ERa SRC1 inh	Candida biofilm	ERa coact pot
COC(=O)CCN1CCC(C(N)=O)CC1	7.8[fluorescence artefact?]	-12.2	16.0	93.4	97.1	97.6	-4.9	-6.6	115.5
O=C1NC(=O)C2(CCC(C(=O)O)C2)N1 (stereo not drawn)	3.7	-1.4	9.1	96.7	104.5	108.4	-0.8	5.8	104.2

Following part
Every second line gives: Smad3 FoxH1 inh | ERb SRC1 inh | sEH act | H69AR inhibit | HUVEC prolif 384 | Lung fibro prol | ERa SRC1 inh | Candida biofilm | ERa coact pot
- Cc1ccc(S(=O)(=O)N[C@H](C(=O)OCn2nnc3ccccc3c2=O)C(C)C)cc1
    -0.3 | 5.2[fluorescence artefact?] | 3.3 | 76.5 | 96.2 | 100.5 | 3.8[fluorescence artefact?] | 1.7 | 111.2
- Cc1ccc(-c2cc(C(=O)N3CCCC3)no2)cc1
    7.3 | -3.8 | 1.8 | 94.7 | 97.2 | 104.2 | -2.6[fluorescence artefact?] | 0.1 | 113.2
- CCOC(=O)CC1=CC(=O)Nc2ccccc2N1
    -1.9 | -6.6 | 2.9 | 100.8 | 100.3 | 108.5 | -7.0 | -0.6 | 112.5
- N#Cc1nc(-c2ccco2)oc1N1CCOCC1
    7.6 | -1.4[fluorescence artefact?] | -3.3 | 98.1 | 95.7 | 91.6 | 0.7 | 3.5 | 127.5
- CCc1nnc(NC(=O)CSc2nnc(-c3ccncc3)n2C)s1
    -2.5[fluorescence artefact?] | 7.4 | -4.2 | 80.0 | 104.5 | 94.9 | 3.7 | 2.2 | 93.8
- CC(=O)c1ccc2c3c(ccc(O)c13)CC2
    -1.8 | 1.8 | -14.9 | 89.5 | 93.9 | 102.2 | 2.4 | 5.8 | 115.2[fluorescence artefact?]
- O=C(NCNC(=O)c1ccccc1)c1ccccc1
    3.0 | -4.5 | 1.5 | 114.0 | 80.2 | 94.6 | -3.7 | 8.9 | 126.3
- Cc1cc(N2C(=O)C3C4c5ccccc5C(c5ccccc54)C3C2=O)no1 (stereo not drawn)
    2.1 | 8.5 | 6.0 | 85.7 | 107.6 | 92.3 | 4.1 | · | 86.2[fluorescence artefact?]
- COc1cccc(-c2nc(CS(=O)(=O)CC(=O)N3CCc4ccccc43)c(C)o2)c1
    9.6 | 2.3 | 3.1 | 72.2 | 104.2 | 97.8 | -3.8 | 13.3 | 134.8
- O=C(O)COc1ccc2c(-c3ccccc3)cc(=O)oc2c1
    -1.2 | 6.5 | -16.8 | 88.4 | 82.4 | 91.8 | 0.2 | 7.5 | 114.0

The results go on:
Every second line gives: Smad3 FoxH1 inh | ERb SRC1 inh | sEH act | H69AR inhibit | HUVEC prolif 384 | Lung fibro prol | ERa SRC1 inh | Candida biofilm | ERa coact pot
- CCN(CC)CCn1c(-c2ccccc2)nc(=S)c2c1CC(C)(C)OC2
    9.3 | -8.2[fluorescence artefact?] | 5.0 | 76.2 | 97.1 | 98.1 | -6.7[fluorescence artefact?] | -1.7 | 98.4
- COc1ccc2oc(C(=O)C3CC3)c(N)c2c1
    15.4 | -21.8 | -2.5 | 94.8 | 98.0 | 106.8 | -40.6[fluorescence artefact?] | 4.0 | 98.0
- Cc1nonc1NC(=O)N1CCCC1
    -5.7 | -7.5 | 17.1 | 98.0 | 103.5 | 102.4 | -11.3 | 3.5 | 126.2
- Cc1cccc(NC(=O)c2oc3ccc(S(=O)(=O)N4CCOCC4)cc3c2C)c1C
    -2.4 | 9.9 | 1.1 | 35.3* | 71.1 | 102.8 | -2.2 | -4.0 | 111.0
- Cc1ccccc1-n1cnc2cc(NCc3cccs3)ccc21
    -9.4 | -4.9 | 2.8 | 20.1* | 77.3 | 68.9 | 14.0 | 8.6 | 80.0
- COc1ccc(OC)c(C(c2nnnn2CCC(C)C)N2CCN(C(=O)c3ccco3)CC2)c1 (stereo not drawn)
    8.9 | -2.7 | · | 73.4 | 93.3 | 96.4 | -12.8 | 7.9 | 127.3[fluorescence artefact?]
- O=C(CSc1nnc(C23CC4CC(CC(C4)C2)C3)o1)Nc1ccc(N2CCOCC2)c(Cl)c1
    1.7 | 16.2 | -57.8 | 69.6 | 82.8 | 92.6 | 30.8[fluorescence artefact?] | 5.7 | 134.2
- COc1cccc(OC(=O)CSc2nnc(-c3ccccc3Br)o2)c1
    -14.8 | -8.0[fluorescence artefact?] | 1.0 | 74.5 | 93.5 | 102.9 | -9.8 | -2.5 | 98.5[fluorescence artefact?]
- O=S(=O)(c1ccc(Cl)cc1)N1CCN(C2CCCCCC2)CC1
    -6.9 | 5.6 | -10.8 | 80.7 | 93.3 | 98.3 | -2.2 | 6.8 | 119.0
- O=C(OC1CCOC1=O)c1ccc2ccccc2n1 (stereo not drawn)
    -5.2 | -3.6 | -9.2 | 91.7 | 88.1 | 100.1 | 0.5 | -6.8 | 99.1

Later entries
Every second line gives: Smad3 FoxH1 inh | ERb SRC1 inh | sEH act | H69AR inhibit | HUVEC prolif 384 | Lung fibro prol | ERa SRC1 inh | Candida biofilm | ERa coact pot
- CCS(=O)(=O)N1CCC(NC(C)=O)(c2ccccc2)CC1
    -1.1[fluorescence artefact?] | -16.2[fluorescence artefact?] | 1.4 | 87.7 | 89.8 | 91.6 | -7.6[fluorescence artefact?] | 5.0 | 109.5
- CC(=O)c1ccc(OC(C)C)c(CN2CCCCC2)c1
    9.6 | 1.5 | 6.5 | 92.7 | 101.5 | 97.8 | 3.8 | 8.3 | 116.7
- CN1CCN(C(=O)C(Cc2ccccc2)NS(=O)(=O)c2ccc3c(c2)CCC(=O)N3)CC1 (stereo not drawn)
    10.2 | -3.4 | 13.8 | 94.4 | 94.5 | 98.1 | -6.2 | 9.1 | 119.2
- COCC(=O)Nc1ccc(Br)cc1
    1.1 | -8.5 | -11.7 | 101.3 | 103.9 | 109.8 | 8.4 | 5.2 | 106.5
- Cn1cnnc1SCC(=O)N1CCc2ccccc21
    -4.0 | 2.1 | 3.6 | 85.7 | 93.3 | 110.8 | 3.2 | 4.3 | 106.5
- CC(=O)Nc1cccc(NC(=O)c2c(-c3c(Cl)cccc3Cl)noc2C)c1
    -6.9 | 24.9[fluorescence artefact?] | -12.2 | 77.0 | 101.1 | 99.5 | 24.2 | -3.2 | 132.9[fluorescence artefact?]
- COc1cc(C)nc(N2CCC(C(N)=O)CC2)n1
    -9.8 | 9.7 | -1.6 | 103.0 | 100.3 | 100.4 | 1.6 | 7.8 | 109.3
- Cc1ccc(CNC(=O)c2ccc(C#CC(C)(C)O)s2)cc1
    3.2 | -5.4 | -48.2 | 107.2 | 92.7 | 106.6 | 0.7 | 2.2 | 89.8[fluorescence artefact?]
- Cc1ccc(CNC(=O)CSc2nnnn2C)cc1
    -3.8 | -4.1 | 3.0 | 91.4 | 102.0 | 100.5 | 0.8 | 9.1 | 114.4
- CCC(CC)C(=O)Nc1nnc(-c2cccs2)s1
    3.1 | 3.3[fluorescence artefact?] | -6.3 | 99.8 | 110.6 | 122.5 | 5.1[fluorescence artefact?] | 4.6 | 101.8

New compounds follow
Every second line gives: Smad3 FoxH1 inh | ERb SRC1 inh | sEH act | H69AR inhibit | HUVEC prolif 384 | Lung fibro prol | ERa SRC1 inh | Candida biofilm | ERa coact pot
- CN(C)c1ccc(C(=O)OCC(=O)Nc2ccc(S(N)(=O)=O)cc2)cc1
    2.1 | -13.8 | 0.5 | 103.3 | 102.9 | 96.7 | 9.2 | 8.8 | 115.7
- CCCc1nnc(NC(=O)CCC(=O)N2CCCCCC2)s1
    1.0 | -6.5 | 4.9 | · | 93.6 | 93.2 | -6.0 | -4.1 | 136.6[fluorescence artefact?]
- CN(CCOC(=O)c1ccc2c(c1)OCCO2)C(C)(C)C
    6.2 | -18.8[fluorescence artefact?] | -3.5 | 95.1 | 98.0 | 97.2 | -20.0 | 6.4 | 114.8
- CN=C(Nc1cc(C)nn1-c1ccccc1)c1ccc(F)cc1
    2.6 | -11.2 | 7.8 | 86.2 | 82.3 | 90.2 | -5.0 | 3.7 | 123.7
- FC(F)(F)c1ccc(N2CCOCC2)c(NC2=NCCCCC2)c1
    7.3 | -5.9 | -1.2 | 99.8 | 109.4 | 103.4 | -7.2 | · | 98.1
- O=C(Cn1cc2c(n1)CCCCC2)NC1CCCCCC1
    -2.8 | -6.9 | · | 87.7 | 93.4 | 94.6 | -2.3 | 8.6 | 129.4
- Cc1cccn2c(=O)c3cc(C(=O)NCC4CCCO4)n(C)c3nc12 (stereo not drawn)
    5.5 | -26.5[fluorescence artefact?] | 3.1 | 84.2 | 80.1 | 91.2 | -19.7 | 8.8 | 98.9
- COc1ccc(N2CCN(C(c3nnnn3CCc3ccccc3)C(C)C)CC2)cc1 (stereo not drawn)
    10.6 | 3.3 | 1.0 | 82.0 | 111.2 | 90.7 | -11.6 | 7.9 | 95.1
